Screens deposited in PubChem by National Center for Advancing Translational Sciences (NCATS).
FLuc modulator: qHTS profiling assay for firefly luciferase inhibitor/activator using purifed enzyme and Km concentrations of substrates (counterscreen for miR-21 project) | Luciferin 4-monooxygenase (Photinus pyralis), P08659 | purified FLuc, Km substrates, luminescence inhibition | Potency, µM (series often up to 57.5 µM), without a hit: at the highest dose activity change, negative = inhibition, usual class: inhibitors | hit rate 6.9% among 360,000 | AID 588342, 2011;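 also: potency is read from the fitted curve at half-maximal effect; plate controls were vehicle for no effect and reference inhibitor for full effect; nearly all actives have a fitted effect of over 55% in size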
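Biochemical qHTS of compounds, final roughly 60 µM downward over six points, against 10 nM purified firefly luciferase using Km concentrations of substrates (10 uM D-luciferin, 10 uM ATP) in Tris acetate pH 7.5 buffer; luminescence output.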
PKM2 activator: qHTS Assay for Activators of Human Muscle isoform 2 Pyruvate Kinase; hit rate 0.34% among 260,000; Pyruvate kinase PKM (Homo sapiens), P14618; purified PKM2, Kinase-Glo ATP luminescence, activation; response scale: 0% is enzyme alone, no compound; Potency, µM (titrated, usually from 57.5 µM), inactives show top-dose activation, hits mostly activators; also: potency is read from the fitted curve at half-maximal effect; % is scaled to controls: 0 for no effect and ±100 for the full control effect; nearly all actives have a fitted effect of over 55% in size
Target sequence (P14618 whole entry, looked up, canonical isoform): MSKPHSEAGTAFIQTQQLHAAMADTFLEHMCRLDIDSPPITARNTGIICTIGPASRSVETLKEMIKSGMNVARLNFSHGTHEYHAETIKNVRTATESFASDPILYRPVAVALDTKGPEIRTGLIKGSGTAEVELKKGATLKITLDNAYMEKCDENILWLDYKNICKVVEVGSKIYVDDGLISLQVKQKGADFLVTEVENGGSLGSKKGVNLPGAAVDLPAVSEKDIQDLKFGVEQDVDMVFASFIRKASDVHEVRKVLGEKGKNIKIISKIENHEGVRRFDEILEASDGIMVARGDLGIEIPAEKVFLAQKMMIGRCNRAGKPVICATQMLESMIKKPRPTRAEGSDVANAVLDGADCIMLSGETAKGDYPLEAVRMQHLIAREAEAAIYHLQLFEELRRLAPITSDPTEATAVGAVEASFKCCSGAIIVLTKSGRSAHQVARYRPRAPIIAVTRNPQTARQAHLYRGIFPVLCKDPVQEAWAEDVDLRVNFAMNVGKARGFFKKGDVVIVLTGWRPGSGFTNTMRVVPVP
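Kinase-Glo luminescence reports ATP generated from ADP (0.1 mM) and PEP (0.5 mM) by purified hPK-M2 after 1 h at room temperature, pH 7.2 imidazole buffer; intermediate enzyme activity allows detecting inhibitors and activators.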
RORgamma inh: qHTS for inhibitors of ROR gamma transcriptional activity; Nuclear receptor ROR-gamma (Mus musculus), P51450; Drosophila S2 Gal4-RORgamma UAS-luciferase reporter, 20 h; Potency, µM (top dose mostly 53.6 µM), inactives show at the top dose activity change, negative = inhibition, usual class: inhibitors; hit rate 5.4% among 310,000; also: potency is read from the fitted curve at half-maximal effect; % is scaled to controls: 0 for no effect and ±100 for the full control effect; nearly all actives have a fitted effect of over 60% in size
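Drosophila S2 cells stably expressing Gal4-DBD/mouse RORγ fusion under metallothionein promoter plus UAS-luciferase; compound 1 h, then 700 uM CuSO4 induction for 20 h at ambient temperature; inhibition read as reduced luminescence.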
Giardia killer: Small Molecules that selectively kill Giardia lamblia: qHTS; activity change, % at 7.66 µM, hits read low; hit rate 0.15% among 340,000; Giardia lamblia trophozoite viability; in the data active = activity change below about -80%; inconclusive = between about -30% and that limit;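 also: parasites exposed to compound for two days anaerobically before the ATP read; % is scaled to controls: 0 for no effect and ±100 for the full control effect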
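ATP-content bioluminescence gauges trophozoite survival. Cells (100/well) receive compound and incubate anaerobically for 48 hrs at 37 deg C; detection reagent follows for 15-30 min at room temperature.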
p53 reactivation: qHTS assay for re-activators of p53 using a Luc reporter; H1299 p53-A138V BP100-luciferase reporter, luminescence, 24 h; Potency, µM (titrated, usually from 92.2 µM), inactives show at the highest dose activity change, positive = activation, hits mostly activators; hit rate 0.063% among 320,000; AID 504706, 2011; also: potency is read from the fitted curve at half-maximal effect; % of control where 0% means no effect; nearly all actives have a fitted effect of over 45% in size
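H1299 (p53-null), stable ts p53-A138V + BP100-Luc; 1000 cells/well, Opti-MEM/10% FBS; cpd 4 pt, 1:5; 24 h, 37 deg C, 5% CO2; detection reagent 10 min RT; luminescence.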
VP16 counter: VP16 counterscreen qHTS for inhibitors of ROR gamma transcriptional activity; Drosophila S2 Gal4-VP16 UAS-luciferase, luminescence, 20 h; Potency, µM (doses to about 53.6 µM), without a hit: top-dose activity, negative = inhibition, most hits filed as inhibitors; hit rate 3.5% among 310,000; AID 2546, 2010;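 also: Gal4-VP16 expression switched on by copper sulfate through the metallothionein promoter; potency is read from the fitted curve at half-maximal effect; % is scaled to controls: 0 for no effect and ±100 for the full control effect; nearly all actives have a fitted effect of over 50% in size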
ELG1 genotox: qHTS screen for small molecules that induce genotoxicity in human embryonic kidney (HEK293T) cells expressing luciferase-tagged ELG1; HEK293T ELG1-luciferase reporter, luminescence, 16 h; Potency, µM (titrated, usually from 46 µM), for the others: top-dose activity change, positive = activation, usual class: activators; hit rate 1.3% among 330,000; AID 504466, 2011; also: potency is read from the fitted curve at half-maximal effect; % of control where 0% means no effect; nearly all actives have a fitted effect of over 60% in size
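Luminescence read-out: rising ELG1-luciferase signal, reflecting elevated ELG1 protein under genetic stress, flags genotoxic compounds. Cells were treated for 16 hr at 37 °C before ONE-Glo detection.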
Menin-MLL TR inh: qHTS Assay for Inhibitors Targeting the Menin-MLL Interaction in MLL Related Leukemias: Competition With Texas Red Labeled MLL-derived Mutant Peptide; O00255; Menin + Texas Red MLL mutant peptide, fluorescence polarization; hit rate 0.23% among 270,000; Potency, µM (doses to about 61.6 µM), inactives show at the top dose FP activity change, negative = inhibition, hits mostly inhibitors; active = well fitted inhibition curve with a large enough effect in the polarisation, with a control signal flat, not every such curve was filed as active; inconclusive = small, poorly fitted or top-dose-only effect, or effect the other way, or a change in a side signal; inactive = no such curve, though single readings can be large or run the other way; the % refers to the polarisation; also: potency is read from the fitted curve at half-maximal effect; % of control where 0% means no effect; many of its hits are not listed in these tables
Target sequence (O00255 whole entry, looked up): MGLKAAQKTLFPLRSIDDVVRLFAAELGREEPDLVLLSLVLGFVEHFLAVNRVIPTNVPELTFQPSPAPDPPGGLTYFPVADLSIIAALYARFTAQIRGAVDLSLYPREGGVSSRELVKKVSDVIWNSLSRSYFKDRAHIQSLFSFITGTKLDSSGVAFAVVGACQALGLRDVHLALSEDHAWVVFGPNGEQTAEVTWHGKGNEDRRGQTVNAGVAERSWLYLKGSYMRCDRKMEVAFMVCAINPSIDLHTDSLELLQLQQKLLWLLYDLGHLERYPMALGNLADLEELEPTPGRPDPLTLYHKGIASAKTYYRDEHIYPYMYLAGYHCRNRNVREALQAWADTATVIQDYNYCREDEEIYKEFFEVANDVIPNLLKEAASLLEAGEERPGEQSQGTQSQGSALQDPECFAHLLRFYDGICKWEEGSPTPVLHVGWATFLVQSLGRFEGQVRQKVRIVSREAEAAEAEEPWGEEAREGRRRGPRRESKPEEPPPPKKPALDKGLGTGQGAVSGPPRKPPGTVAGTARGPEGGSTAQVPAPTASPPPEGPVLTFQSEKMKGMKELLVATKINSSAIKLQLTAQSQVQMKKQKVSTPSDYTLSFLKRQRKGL
NPC1 prom act: qHTS Assay for NPC1 Promoter Activators; Huh7 NPC1 promoter luciferase reporter, 24 h; Potency, µM (titrated, usually from 9.22 µM), without a hit: at the highest dose activation, actives largely listed as activators; hit rate 2.4% among 320,000; AID 485313, 2010;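 also: potency is read from the fitted curve at half-maximal effect; % of control where 0% means no effect; nearly all actives have a fitted effect of over 60% in size; reporter is driven by a mutant NPC1 promoter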
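Quantitative HTS used a cell-based reporter: Huh7 cells stably bearing the NPC1 promoter upstream of luciferase were treated with compounds for 24 h, and promoter activation was read as luminescence.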
Rab9 promoter act: qHTS Assay for Rab9 Promoter Activators; Huh7 Rab9 promoter-luciferase reporter, luminescence, 24 h; Potency, µM (series often up to 9.22 µM), without a hit: at the top dose activation, negative = inhibition, actives largely listed as activators; hit rate 2.8% among 320,000; AID 485297, 2010; also: potency is read from the fitted curve at half-maximal effect; % of control where 0% means no effect; nearly all actives have a fitted effect of over 60% in size
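Measured in stably transfected Huh7 cells bearing a Rab9 promoter–luciferase construct: 24 h compound treatment at 37 °C, followed by luminescence detection.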
BRCA1 expr up: qHTS Assay to Identify Small Molecule Activators of BRCA1 Expression. Potency, µM (top dose mostly 46.1 µM), for inactives: at the highest dose activation, usual class: activators. MCF7-BRCA1-FFLuc reporter, luminescence, 48 h; response scale: scaled: vehicle 0%, 10 µM genistein 100%. hit rate 1.1% among 380,000; also: potency is read from the fitted curve at half-maximal effect; nearly all actives have a fitted effect of over 80% in size; some results filed as inactive show a strong effect at the top dose
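Reporter cells (MCF7, BRCA1 promoter-firefly luciferase) received library compounds across a concentration series for 48 h. End-point luminescence was measured and concentration-effect curves derived after normalization.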
Active calls of the source: *; ? = inconclusive; / = not tested or not shown; [ ] = remark or other dose. Unless noted, calls follow the shape of the dose curve; as a rule, active = well fitted curve in the direction sought with a large enough effect; inconclusive = small, poorly fitted or top-dose-only effect, or another doubt; inactive = no such curve, though single readings can be large; an effect the other way counts as inactive or inconclusive. These rows are one share of the data; the hit share may differ from the screen's.

SMILES	FLuc modulator	PKM2 activator	RORgamma inh	Giardia killer	p53 reactivation	VP16 counter	ELG1 genotox	Menin-MLL TR inh	NPC1 prom act	Rab9 promoter act	BRCA1 expr up
Cc1ccc(/C=C/C(=O)O)cc1S(=O)(=O)N1CCC(Cc2ccccc2)CC1	-0.4%	-0.6%	3.7%	-15.0	-6.1%	4.0%	-5.7%	/	-0.3%	-6.0%	1.4%
CCOC(=O)c1c(C)[nH]c(C(=O)COC(=O)COc2ccccc2C)c1C	-8.7%	-16.8%	6.1%	-3.5	-9.0%	6.3%	-2.8%	1.0%	2.9%	0.0%	-8.7%
CC(c1ccccc1)c1nnc(N)s1 (stereo not drawn)	-3.4%	-9.4%	1.6%	7.5	-0.5%	2.7%	0.4%	-7.5%	-2.8%	6.7%	11.6%
COC(=O)CCC(=O)OC1(C)C(=O)C=C2C=C(C3CC3)N(c3ccccc3)C=C2C1=O (stereo not drawn)	-0.7%	1.8%[11.5 µM]	-10.3%	2.5	-3.3%	-0.7%	2.5%	-12.1%[11.7 µM]	-0.8%	-0.1%	8.6%
Cc1cc(C)cc(NC(=O)CCOc2ccccc2)c1	0.3%	/	13.7%	6.7	-4.1%	9.7%	-0.5%	-17.4%	-4.2%	0.3%	-12.2%
Cc1ccc(C(=O)N/C(=C/c2ccc(Cl)cc2)C(=O)NCC2CCCO2)cc1 (stereo not drawn)	1.8%	1.6%	16.6%	3.0	-5.2%	13.2%	0.1%	11.0%	2.2%	9.7%	-29.0%
COCCn1c(COc2cccc(OC)c2)nnc1SCC(=O)N1CCOCC1	3.1%	2.9%	-2.8%	-3.1	8.0%	-2.0%	-1.0%	7.0%	-7.0%	-1.2%	0.3%
CC(=O)N(CCN(C(C)=O)c1ccccc1)c1ccccc1	1.2%	-2.2%	25.5%	14.4	1.6%	-0.8%	0.0%	9.7%	4.0%	-1.2%	-6.2%
Clc1ccccc1-c1nnc2sc(-c3ccc(Br)o3)nn12	-0.7%	0.1%	-13.9%	-0.7	-3.9%	2.1%	-1.6%	-8.1%	-5.2%	-0.7%	-4.7%
COc1ccc(/C=C/C(=O)Oc2cc(C)[nH]c(=O)c2[N+](=O)[O-])cc1OC	-16.3%	-5.4%	-19.4%	-23.0	-3.4%	-0.8%	-6.8%	-13.1%	0.1%	2.4%	0.7%
O=C(NCCc1ccccc1)c1ccc2c(c1)OCCO2	0.135µM*	-15.2%	1.41µM*	-81.2*	-61.7%[inhibitor]	1.26µM*	?	/	0.0158µM*	0.0032µM*	?
CC1CN(C(=S)SCC(=O)c2ccccc2)CC(C)O1 (stereo not drawn)	-1.2%	-13.9%	4.6%	7.6	?	2.9%	14.6%	5.5%	0.4%	17.3%	64.3%
CC1=CC(C)(C)Nc2ccc(OC(=O)C(Cc3ccccc3)N3C(=O)C4CCCCC4C3=O)cc21 (stereo not drawn)	-0.3%	2.8%	-35.1%	-5.7	14.1%	10.5%	-12.5%	-0.1%	-3.0%	17.6%	-82.8%
NS(=O)(=O)c1ccc(CCNC(=O)c2ccc(Cl)cc2[N+](=O)[O-])cc1	-2.1%	1.9%	13.0%	-8.5	-0.3%	11.0%	3.8%	17.8%	4.1%	-5.7%	-10.3%
Cc1cc(C)c2c(N=NN3CCCCC3)[nH]nc2n1	19µM*	-0.8%	18.5%	5.5	?	1.5%	17.3%	1.0%	20.1%	22.9%	42.5%
Cc1ccc(C(=O)C(C)N2C(=O)NC(C)(c3ccccc3)C2=O)cc1 (stereo not drawn)	-2.3%	-6.4%	21.9%	-3.7	-1.3%	4.5%	-2.6%	?	-3.1%	0.9%	-19.8%
Nc1nc(NCCOCCO)nc(NCC2CCCO2)c1[N+](=O)[O-] (stereo not drawn)	6.0%	2.8%	1.8%	1.2	-0.7%	-6.3%	3.6%	/	-2.0%	-4.0%	-18.7%
N#Cc1cc(C(=O)c2ccccc2O)cn(-c2ccc(Cl)cc2)c1=O	-6.8%	22.1%	0.7%	-15.8	-6.2%	-11.6%	-6.2%	-6.4%	4.4%	0.4%	-37.3%
CCCc1nc2c(=O)n(C)c(=O)[nH]c2n1C	9.3%	-5.6%	-14.2%	-18.0	-3.9%	2.3%	1.1%	-6.6%	0.1%	-3.8%	-1.2%
O=C(CCn1c(=O)[nH]c2ccccc2c1=O)Nc1ccccc1	-0.5%	-6.4%	-5.5%	6.7	-1.3%	-4.4%	-2.6%	14.2%	-4.5%	-1.5%	-13.6%
COc1ccccc1NC(=O)N1CCN(c2cccc(C(F)(F)F)c2)CC1	-1.3%	3.5%	25.3%	-17.0	-9.2%	0.1%	-5.9%	1.0%	-2.5%	-8.6%	-6.4%
Cc1nc(SCC(=O)N2CCCc3ccccc32)c2oc3ccccc3c2n1	-9.0%	8.1%	19.1%	-1.9	-16.6%	-2.1%	-0.2%	?	-6.9%	0.2%	9.7%
COc1ccc(CCNC(=O)C(=O)NCc2ccc(C(C)C)cc2)cc1OC	1.1%	-7.0%	12.9%	3.9	3.0%	1.3%	-2.4%	10.8%	-1.3%	-1.6%	-76.7%
O=C(NCCN1CCOCC1)/C(=C\c1ccccc1Cl)NC(=O)c1ccccc1	3.2%	/	-6.9%	9.0	-0.3%	3.3%	0.7%	/	-3.5%	-0.5%	4.2%
CN1CCN(NC(=O)/C=C/c2ccc(C(C)(C)C)cc2)CC1	-10.5%	2.1%	36.0%	-12.1	?	-1.9%	1.9%	-12.8%	9.0%	-0.7%	10.2%
CC1CCCCN1CC(=O)NC(=O)NCc1ccccc1 (stereo not drawn)	2.2%	3.1%	30.0%	-5.5	7.7%	-8.5%	-2.6%	5.4%	2.7%	-2.8%	1.4%
COc1ccc(CCNC(=O)CN2C(=O)NC(C)(c3ccc([N+](=O)[O-])cc3)C2=O)cc1 (stereo not drawn)	5.6%	4.3%	8.2%	2.8	0.2%	-15.9%	-0.9%	-3.2%	0.2%	14.5%	0.0%
O=C(O)c1cc(Cl)c2c(c1)OCO2	4.4%	2.7%	2.0%	-10.0	-1.0%	-3.0%	-3.8%	/	0.1%	-10.8%	-7.8%
CC(=O)c1c(C)nn(CC(O)Cn2c3c(c4cc(C)ccc42)CCCC3=O)c1C (stereo not drawn)	0.8%	4.0%	-2.7%[10 µM]	-7.2	-4.8%	-2.4%	-4.2%	-4.8%	-0.7%	1.5%	-18.7%
Nc1ccccc1C(=O)NCCN1CCNC1=O	3.5%	0.3%	5.8%	12.5	1.5%	-0.1%	2.6%	/	-1.4%	-2.2%	21.7%
O=C(CN(c1ccccc1)S(=O)(=O)c1ccccc1)Nc1ccccc1C(=O)NCc1ccco1	6.3%	2.0%	15.1%	4.1	-6.8%	-1.5%	-4.4%	-25.8%	-5.6%	-2.2%	-40.7%
COc1ccc(N2CCN(c3nc(Nc4ccc(F)cc4)nc(OC)n3)CC2)cc1	1.4%	-5.0%	-6.3%	/	-4.7%	-1.4%	3.7%	27.4%	3.6%	-4.4%	/
Cc1ccc(OCC(O)CN2CCN(CC(O)COc3ccc(C)cc3)CC2)cc1 (stereo not drawn)	8.9%	-1.4%	5.9%	26.2	-2.8%	-1.0%	0.9%	0.7%	-1.7%	-8.1%	6.1%
Cc1ccc(NC2=C(Cl)C(=O)OC2OC(=O)c2ccccc2)c(C)c1 (stereo not drawn)	-4.5%	0.6%	-24.2%	9.1	2.4%	2.9%	0.6%	-5.4%	-2.5%	7.1%	-19.9%
Cc1ccc(C(=O)OCC(=O)N(CC(C)C)c2c(N)n(Cc3ccccc3)c(=O)[nH]c2=O)o1	-1.3%	/	/	1.4	-1.6%	/	-7.3%	/	0.2%	-0.5%	-6.5%
COc1ccc(C2(O)CCN(C(=O)Cc3cccnc3)CC2)cc1	2.1%	-0.2%	18.2%	-8.4	-10.8%	-13.4%	-0.4%	-0.2%	-3.3%	-2.9%	6.5%
c1ccc2[nH]c3cc4ncnc4cc3nc2c1	?	-6.1%	?	-17.3	12.9%	-15.5%	12.3%	5.5%	1.3%	?	0.0%
Cc1ccc(-c2nnn(CC(=O)N(Cc3ccccc3F)C(C(=O)NC3CCCC3)c3ccncc3)n2)o1 (stereo not drawn)	-0.8%	3.9%	33.8%	-0.4	-9.4%	0.2%	-0.3%	10.2%	-2.5%	-6.1%	-21.3%
